# Bioassay records from PubChem.
# Lamin A splicing = changes lamin A minigene splicing in HeLa cells | HeLa LMNA splicing GFP/RFP minigene ratio, 48 h | 200,000 tested, 0.01% active | Potency, µM (top dose mostly 46.1 µM), inactives show at the top dose ratio change, negative = inhibition, usual class: inhibitors; active = well fitted inhibition curve with a large enough effect in the signal ratio, with a control signal flat, not every such curve was filed as active; inconclusive = small, poorly fitted or top-dose-only effect, or effect the other way, or a change in a side signal; the % refers to the signal ratio; note: potency is the fitted concentration of half-maximal effect; % is set by controls: 0 for no effect and ±100 for the full control effect
#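 S3 HeLa stable clones carrying a lamin A-EGFP splicing minigene plus DsRed2 were seeded at 600 cells/well in Opti-MEM with 2% FBS, pin-dosed and incubated 48 h at 37°C. Acumen cytometry (488 nm) gave the GFP/RFP total-intensity ratio.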
# CBFb RUNX1 block = inhibitors of human CBF-beta and RUNX1 interaction; AlphaScreen CBFb-His/RUNX1-biotin binding, biochemical; Potency, µM (top dose mostly 59.8 µM), inactives show at the top dose activity, negative = inhibition, most hits filed as inhibitors; 230,000 tested, under 10 active; note: % of control where 0% means no effect
# Target sequence (Q01196 whole entry, looked up): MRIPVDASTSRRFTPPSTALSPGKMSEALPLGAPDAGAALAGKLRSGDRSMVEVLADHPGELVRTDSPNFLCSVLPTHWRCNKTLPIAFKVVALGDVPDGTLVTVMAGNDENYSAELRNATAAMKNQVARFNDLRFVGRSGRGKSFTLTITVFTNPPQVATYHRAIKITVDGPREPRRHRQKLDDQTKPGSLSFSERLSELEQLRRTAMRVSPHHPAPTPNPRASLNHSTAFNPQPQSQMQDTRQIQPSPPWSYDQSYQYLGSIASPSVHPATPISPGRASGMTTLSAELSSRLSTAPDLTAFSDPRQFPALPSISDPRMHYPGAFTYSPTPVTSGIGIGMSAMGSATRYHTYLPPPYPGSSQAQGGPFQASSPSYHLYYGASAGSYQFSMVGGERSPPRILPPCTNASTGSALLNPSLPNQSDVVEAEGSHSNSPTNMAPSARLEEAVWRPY
# Target sequence (Q13951 whole entry, looked up): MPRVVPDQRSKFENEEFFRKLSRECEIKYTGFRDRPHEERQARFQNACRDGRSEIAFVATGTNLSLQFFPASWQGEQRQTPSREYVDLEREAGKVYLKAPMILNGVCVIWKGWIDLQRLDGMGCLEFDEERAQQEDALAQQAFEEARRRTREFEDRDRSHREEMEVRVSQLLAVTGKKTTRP
#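 CBFb-His/RUNX1-biotin, 30 nM each, preincubated 20 min RT; compound 15 min RT; Ni + streptavidin beads 50 ng each, 90 min RT; AlphaScreen read.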
# HTT ATP protect = Huntington cell model cytoprotection by ATP luminescence. PC12 HTT-Q103 induced, cytoprotection, ATP luminescence, 40 h. AID 1471. Potency, µM (titrated, usually from 56.4 µM), inactives show cytoprotection (ATP increase), usual class: activators. 230,000 tested, 0.14% active;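 note: potency is the fitted concentration of half-maximal effect; % of control where 0% means no effect; nearly all actives have a fitted effect of over 45% in size; toxic huntingtin expression switched on by the ecdysone agonist tebufenozide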
#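 Compounds were screened for protection of PC12 cells against cell death after tebufenozide induction (100 nM final) of mutant Huntingtin exon 1 (Q103) fused to GFP.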
# IMPase Li inh = cell-permeable IMPase inhibitors with lithium potentiation; CHO-M1 cells, IP1 TR-FRET (IP-One), carbachol + lithium; Potency, µM (doses to about 59.4 µM), inactives show top-dose activity, negative = IMPase inhibition, usual class: inhibitors; 210,000 tested, 0.35% active;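 note: IP1 builds up when IMPase is blocked and the TR-FRET signal falls; potency is the fitted concentration of half-maximal effect; plate controls were basal vehicle for no effect and high inhibitor control for full effect; nearly all actives have a fitted effect of over 50% in size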
#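 IP1 accumulation measured by competitive TR-FRET in lysed CHO-M1 cells after 30 min compound exposure at 37C, with a small lithium addition to potentiate weak responses. Hill-equation AC50 from ratio and donor-channel data.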
# HttQ103 aggreg = mutant huntingtin aggregation inhibition; AID 1688; Potency, µM (top dose mostly 46.1 µM), for inactives: at the top dose activity change, negative = inhibition, actives largely listed as inhibitors; 220,000 tested, 1.1% active; PC12 HttQ103-GFP aggregates, Acumen cytometry, 40 h; note: potency is the fitted concentration of half-maximal effect; % is set by controls: 0 for no effect and ±100 for the full control effect; nearly all actives have a fitted effect of over 60% in size
#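 Multiplexed with ATP-based cell death, this channel scores GFP aggregates in PC12 cells expressing inducible HTTex1-Q103-GFP. Induction used 100 nM tebufenozide; compounds were tested in concentration series.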
# SMN2 splice enh = increases expression of the SMN2 splice variant; HEK293 SMN2-luciferase splicing reporter, luminescence, 30-36 h; Potency, µM (top dose mostly 46.1 µM), for inactives: at the highest dose activity change, positive = activation, usual class: activators; 210,000 tested, 2.8% active; AID 1458; note: potency is the fitted concentration of half-maximal effect; % of control where 0% means no effect; nearly all actives have a fitted effect of over 55% in size
#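 HEK293 cells carry an SMN2 […]–luciferase reporter in which exon 7 inclusion puts luciferase in frame. Cells were plated 10-12 h before compound addition, then incubated 30-36 h at 37C. ONE-Glo luminescence was read; sodium butyrate at 4.5 mM final served as control.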
# KinaseGlo FLuc = Kinase-Glo luciferase inhibition (counter-screen) | AID 1379 | 200,000 tested, 0.28% active | Q27757 | Potency, µM (doses to about 38.3 µM), for the others: at the highest dose activity change, negative = inhibition, most hits filed as inhibitors | Kinase-Glo luciferase, ATP luminescence, 8 min; note: potency is the fitted concentration of half-maximal effect; % is set by controls: 0 for no effect and ±100 for the full control effect; nearly all actives have a fitted effect of over 60% in size
#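 Luminescence was the read-out, taken after 8-minute incubation at ambient temperature. Luciferase turned over luciferin with 10 uM ATP in imidazole pH 7.2 buffer containing KCl, MgCl2, Tween 20 and BSA.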
# An asterisk follows results filed as active; u = inconclusive; x = no result given; [ ] = remark or other dose. Unless noted, calls come from the whole dose curve; as a rule, active = well fitted curve in the direction sought with a large enough effect; inconclusive = small, poorly fitted or top-dose-only effect, or another doubt; inactive = no such curve, though single readings can be large; an effect the other way counts as inactive or inconclusive.
SMILES,Lamin A splicing,CBFb RUNX1 block,HTT ATP protect,IMPase Li inh,HttQ103 aggreg,SMN2 splice enh,KinaseGlo FLuc
CN(C)CC(O)COc1ccc(C(C)(C)c2ccc(OCC(O)CN(C)C)cc2)cc1 (configuration not stated),6%,2%,-72%[inhibitor],-3%[38.3 µM],u,-17%,-2%
O=C(c1cnccn1)N1CCC[C@@]2(CCN(c3ccccn3)C2)C1,x,x,u,11%,x,-2%,-3%
CCOc1ccc(-c2nnc(NC(=O)c3ccc(OCC(C)C)c(OC)c3)o2)cc1,8%[0.0737 µM],0%,-3%,-5%[38.3 µM],u,-38%[inhibitor],4%
COc1ccc(C2=NN(CN3C(=O)C(=O)c4ccccc43)C(c3cccc([N+](=O)[O-])c3)C2)cc1 (configuration not stated),x,u,14%[10 µM],x,0%[9.22 µM],x,x
CCN(C(=O)c1cccs1)c1nc(-c2ccc(OC)cc2)cs1,x,16%,-69%[inhibitor],39%[activator],-26%,5%,1%
CCOC(=O)c1cccc(NC(=O)Cn2c(CC(=O)NC)nc3ccccc32)c1,u,-29%,-7%[10 µM],3%[38.3 µM],13%,-48%[inhibitor],-1%
CCCCC(CC)CNC(=O)C(=O)C1C(=O)Nc2ccccc21 (configuration not stated),x,13%,-25%,9%,u,-18%,1%
CCn1c(P(C)(=O)O)nc2cc(NC(=O)c3ccccc3Cl)ccc21,9%[46 µM],-2%,-19%,3%,-1%,7%,-3%
O=C(COc1ccccc1Cl)N1CCCC1,4%,-1%,1%,-13%[38.3 µM],-9%,3%,4%
CC1=CC(c2ccc(Cl)cc2)n2nc(N3C(=O)CCC3=O)nc2N1 (configuration not stated),-9%,4%,4%[1.9 µM],4%,0%,-1%,-3%
c1coc(CNC2CCCCCCC2)c1,2%,0%,10%[10 µM],-7%[38.3 µM],3%,8%,-5%
Nc1cccc(C(F)(F)F)c1,x,-1%[21.7 µM],-10%,-16%,x,-11%,x
CCOC(=O)N1CCN(C(=O)c2ccc(NC(=O)c3ccc(C)cc3)cc2)CC1,-5%,7%,-10%,-18%[38.3 µM],1%,-28%,0%
c1ccc(-c2nnc(OCCN3CCOCC3)c3ccccc23)cc1,6%,-1%,1%[10 µM],3%[38.3 µM],24%,3%,-4%
S=c1[nH]nc(-c2ccccn2)n1/N=C/c1c(Cl)cccc1Cl,x,-6%,-12%[10 µM],x,-10%[9.22 µM],x,x
COc1ccc(-c2cc(C(F)(F)F)c3c(=O)n(-c4ccccc4)[nH]c3n2)cc1,-4%,-6%,-48%[inhibitor],18%[38.3 µM],-26%,-23%,0%
O=C(NCc1n[nH]c(=S)n1-c1cccc(Cl)c1)c1cccs1,-2%[46 µM],14%,-25%,2%,25%,3%,0%
Clc1cccc(Cl)c1CNC1CCCC1,9%,2%,-8%,17%[38.3 µM],0.11µM*,-3%,-3%
O=c1c2c(ncn2C2CCCC2)n(Cc2ccccc2)c(=O)n1CCOc1ccc(Br)cc1,u,1%,-8%[10 µM],8%,-2%,-32%[inhibitor],1%
COC(=O)c1cccc(NC(=O)c2ccco2)c1,-6%,0%,u,4%,u,u,-2%
COc1ccc(C)cc1S(=O)(=O)Nc1cccc(Cl)c1,12%,3%,10%,18%[38.3 µM],6%,u,1%
Cc1ccnc(NC(=O)CCC(=O)N(CC(=O)NC(C)(C)C)C2CCCC2)c1,-4%,7%,-4%[10 µM],19%[38.3 µM],17%,12%,1%
COc1ccc(-c2nc3c4ccccc4ccn3c2C=O)cc1,14%[46 µM],5%,26%[10 µM],u,14%[9.22 µM],-4%,4%
Cc1ccc(NC(=O)Nc2cccc(C(F)(F)F)c2)nc1,0%[46 µM],4%,4%[10 µM],21%,13%[9.22 µM],6%,0%
O=C(Nc1cc(C(F)(F)F)ccc1-n1cncn1)c1ccc(-c2ccccc2)cc1,6%,0%,-15%,13%[38.3 µM],22%[9.22 µM],-8%,8%
c1ccc(C2=NCCCN2)cc1,6%,5%,9%,-4%[38.3 µM],3%,9%,-3%
O=C(Oc1cccc2cccnc12)c1ccc(Br)o1,1%,-1%,-29%[10 µM],-1%[38.3 µM],6%,-23%,2%
CS(=O)(=O)N(Cc1ccccc1Cl)c1ccc(C(=O)NCc2cccnc2)cc1,x,8%,-162%[inhibitor],10%,-25%,x,x
O=C(Nc1ccc(Cl)cc1)N1CCC(c2nc(-c3ccc(F)cc3)no2)CC1,u,-12%,0%,34%[activator][38.3 µM],u,-32%[inhibitor],5%
Cc1ccc(OC(=O)c2cc(=O)c3ccccc3o2)cc1,u,6%,15%[0.074 µM],-2%,-14%,3%,-9%
CCOC(=O)C1(Cc2cccc(F)c2)CCN(Cc2nc(CC)[nH]c2C)CC1,u,-22%,12%[10 µM],23%,7%[9.22 µM],x,0%
CN(Cc1ccccc1)c1ncnc(N)c1[N+](=O)[O-],u,-2%,-11%[10 µM],-5%,-32%[9.22 µM],x,0%
C/C(=N\NC(=O)c1cc(C)nc2ccccc12)c1ccco1,u,-7%,-6%[10 µM],7%,3%,0%,-2%
O=C(c1ccc(Cl)cc1)c1oc2ccccc2c1CS(=O)c1ccccc1 (configuration not stated),u,-14%,-61%,17%[38.3 µM],u,-47%[inhibitor],-4%
CCOc1ccc(N2C(=O)C3C4C=CC(CC4)C3C2=O)c([N+](=O)[O-])c1 (configuration not stated),4%,-5%,-18%,5%[38.3 µM],-1%,-23%,-6%
CC(C)N(C(=O)COC(=O)c1ccc(Cl)c(S(N)(=O)=O)c1)C(C)C,x,-4%,x,0%,11%,1%,-2%
CC(=O)N1N=C(N)SC12CCCC2,-6%[46 µM],0%,-34%[inhibitor],-8%,31%,3%,0%
O=C(N/N=C/c1ccc(N2CCCC2)c([N+](=O)[O-])c1)c1cccnc1,x,0%,u,4%,-5%,-2%,-1%
Cc1c(C(=O)Oc2ccc(-c3cnc4ccccc4n3)cc2)cccc1[N+](=O)[O-],4%,-22%,u,-25%[38.3 µM],x,24%,0%
NC(=NCc1ccc(Cl)c(Cl)c1)NC(=O)c1nc(Cl)c(N)nc1N,u,-10%,-7%[1.9 µM],12%,x,-15%,-3%
O=C(O)c1cccc2c1C(=O)c1ccccc1C2=O,-17%[46 µM],25%,15%,-1%,11%,1%,0%
O=C(O)CC1(CC(=O)Nc2ccc3sccc3c2)CCCCC1,x,1%,26%[10 µM],x,8%[9.22 µM],x,x
O=C(C1CCCO1)N1CCN(C(=S)Nc2ccc(Cl)c(Cl)c2)CC1 (configuration not stated),u,7%,u,9%,-7%,-63%[inhibitor],3%
O=C(O)c1ccccc1SCC(=O)N1CCc2ccccc21,-19%[9.22 µM],13%,-25%,4%,13%,27%,1%
CC(=O)c1ccc(N2CCN(C(=O)Cn3c(=S)[nH]c4ncccc4c3=O)CC2)cc1,3%[46 µM],25%,-46%[inhibitor],u,22%,-3%,2%
CCOC(=O)c1c(C)[nH]c(O)c1C=Nc1ccc(Cl)cc1,19%,-4%,-22%,2%[38.3 µM],22%,10%,-4%
O=C(N/N=C/c1ccco1)c1ccccc1OCc1ccccc1Cl,u,-21%,19%[10 µM],6%,-15%,-4%,-1%
CCSC1=C(C#N)C2(CCCCC2)C2=C(CC(C)(C)CC2=O)N1,u,7%,16%[10 µM],9%,14%[9.22 µM],x,1%
O=C(CCN1CCN(c2ccccc2)CC1)N/N=C/c1ccccc1O,u,-14%,-131%[inhibitor],6%,13µM*,-73%[inhibitor],-1%
CC1(C)Cc2nc3oc4c(N5CCOCC5)ncnc4c3cc2CO1,17%,3%,-4%,11%[38.3 µM],-6%,-1%,-2%
O=C(NCCCO)c1cc([N+](=O)[O-])cc2c1C=Cc1ccccc1O2,x,-5%,-32%[inhibitor],1%,17%,-1%,-2%
O=C(Cn1cnc([N+](=O)[O-])n1)NC1CC1,26%[46 µM],-12%,-11%,-7%,4%,9%,-1%
CCN(CC(=O)Nc1ccc(NC(C)=O)cc1)c1ccc(C(F)(F)F)cn1,-4%,6%,12%[0.074 µM],1%,10%,9%,-2%
CCOC(=O)Cc1csc(NS(=O)(=O)c2ccc(C(F)(F)F)cc2)n1,x,2%,21%[10 µM],x,15%[9.22 µM],x,x
O=C(N/N=C/c1cc2c(cc1[N+](=O)[O-])OCO2)c1cccnc1,x,2%,0%[10 µM],x,13%[9.22 µM],x,x
CN(C(=O)COc1cc(=O)n(C)c2ccccc12)c1ccc(Br)cc1,-23%,9%,-15%,28%[38.3 µM],-7%,u,0%
COc1ccc(OC)c(NC(=O)c2ccc3nc(-c4ccccc4)c(-c4ccccc4)nc3c2)c1,-9%,-7%,3%[10 µM],-1%,-5%,1%,-1%
CC(C)NC(=O)N1CCC2(CC1)CCN(C(=O)c1cccn1C)CC2,x,x,7%,7%,x,-4%,-1%
CC1(C)CC(=O)C2=C(C1)N1C(=C(C#N)C2c2ccc(Cl)cc2)N=C(N)c2ccccc21 (configuration not stated),u,-3%[2.36 µM],x,2%,u,-13%,-1%
C(#Cc1ccccc1)Cn1nnc2ccccc21,-15%,21%,-15%[10 µM],20%[38.3 µM],-7%,22%,-4%

# Additional results.
SMILES,Lamin A splicing,CBFb RUNX1 block,HTT ATP protect,IMPase Li inh,HttQ103 aggreg,SMN2 splice enh,KinaseGlo FLuc
COC(=O)C(CC(C)C)NC(=O)c1ccc([N+](=O)[O-])cc1 (configuration not stated),13%,5%,13%,-2%[38.3 µM],-5%,-1%,-2%
CC(C)(C)C1=NN(c2ccc([N+](=O)[O-])cc2)C(c2ccccc2)C1 (configuration not stated),12%[9.22 µM],13%,-16%,13%,-6%,-23%,-2%
C/C=C(\C)CN1CCc2cc(OC)c(OC)cc2C1,3%,0%,8%,38%[activator][38.3 µM],-2%,24%,-12%
Cc1cc(C)n(C(=O)CNc2ccccc2Cl)n1,-10%,20%,-9%[10 µM],12%,1%,-4%,-10%

# An excerpt of these results, bar-delimited.
SMILES | Lamin A splicing | CBFb RUNX1 block | HTT ATP protect | IMPase Li inh | HttQ103 aggreg | SMN2 splice enh | KinaseGlo FLuc
CC(C)(C)C1=NN(c2ccc([N+](=O)[O-])cc2)C(c2ccccc2)C1 (configuration not stated) | 12%[9.22 µM] | 13% | -16% | 13% | -6% | -23% | -2%
Cc1cc(C)n(C(=O)CNc2ccccc2Cl)n1 | -10% | 20% | -9%[10 µM] | 12% | 1% | -4% | -10%
